KCNK9 inh – human KCNK9 channel inhibition | Q9NPC2 | HEK293 KCNK9, FluxOR thallium flux fluorescence; stronger effect = lower value | B-score at 10 µM | 310,000 tested, 1.2% active;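 active = ratio B-score over 3 SD below the library mean, with starting fluorescence within 5 SD of its mean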;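 note: negative B-score means less thallium flux so channel inhibition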
KCNK3 block – human KCNK3 channel inhibition, primary screen. O14649. CHO-KCNK3 thallium flux, FluxOR fluorescence; stronger effect = lower value. B-score at 10 µM. 340,000 tested, 0.84% active. AID 602410;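 active = B-score under library mean minus 4 SD, starting fluorescence ratio at most library mean plus 5 SD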;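 note: more negative B-score means stronger inhibition of thallium flux through KCNK3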
Target sequence (O14649 whole entry, looked up): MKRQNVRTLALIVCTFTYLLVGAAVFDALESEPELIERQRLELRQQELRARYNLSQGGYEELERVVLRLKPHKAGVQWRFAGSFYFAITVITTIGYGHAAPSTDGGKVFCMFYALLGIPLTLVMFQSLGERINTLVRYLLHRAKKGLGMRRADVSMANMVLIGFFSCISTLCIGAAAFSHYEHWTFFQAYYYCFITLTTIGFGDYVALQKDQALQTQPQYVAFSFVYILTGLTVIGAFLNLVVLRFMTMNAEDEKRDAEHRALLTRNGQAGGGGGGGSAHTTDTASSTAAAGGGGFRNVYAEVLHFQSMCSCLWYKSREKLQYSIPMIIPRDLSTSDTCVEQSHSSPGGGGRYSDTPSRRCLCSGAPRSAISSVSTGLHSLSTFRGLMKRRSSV
KCNQ1 inh – blocks the human KCNQ1 potassium channel | P51787 | CHO-K1 KCNQ1, FluxOR thallium flux fluorescence; stronger effect = higher value | B-score at 10 µM | 310,000 tested, 1.3% active | AID 2642;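 active = compounds whose thallium flux B-score, printed positive for inhibition, exceeds three library SD while starting fluorescence stays within three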;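 note: channel opened by potassium depolarization with thallium stimulus after 20 min compound exposure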
Target sequence (P51787 whole entry, looked up): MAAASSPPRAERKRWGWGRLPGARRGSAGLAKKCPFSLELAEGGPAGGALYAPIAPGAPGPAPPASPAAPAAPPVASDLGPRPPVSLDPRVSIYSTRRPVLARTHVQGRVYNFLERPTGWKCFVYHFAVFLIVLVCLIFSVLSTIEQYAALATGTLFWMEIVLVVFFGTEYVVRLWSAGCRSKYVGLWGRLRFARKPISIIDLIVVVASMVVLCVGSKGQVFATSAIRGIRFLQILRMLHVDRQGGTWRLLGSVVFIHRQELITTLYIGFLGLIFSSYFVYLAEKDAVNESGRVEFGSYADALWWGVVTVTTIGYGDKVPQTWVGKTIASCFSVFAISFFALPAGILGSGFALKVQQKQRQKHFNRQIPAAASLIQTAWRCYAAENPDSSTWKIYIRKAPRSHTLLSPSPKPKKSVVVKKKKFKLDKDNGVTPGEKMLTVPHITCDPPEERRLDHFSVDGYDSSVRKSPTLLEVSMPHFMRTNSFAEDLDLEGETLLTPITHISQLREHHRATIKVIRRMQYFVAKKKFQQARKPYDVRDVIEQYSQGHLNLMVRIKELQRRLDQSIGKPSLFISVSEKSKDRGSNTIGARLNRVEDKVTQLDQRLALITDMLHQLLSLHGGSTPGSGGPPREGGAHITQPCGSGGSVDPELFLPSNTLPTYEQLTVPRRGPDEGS
Dyrk1A ADPGlo – Dyrk1A (rat) kinase inhibition | Q63470 | ADP-Glo luminescence, NFATc1 peptide | inhibition, % at 12.5 µM | 310,000 tested, 0.43% active | AID 504441; in the data active = inhibition above about 50%;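 note: plate controls were vehicle with enzyme for no effect and no enzyme for full effect; many of its hits are not listed in these tables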
Platelet DG rel – modulates dense granule release in human platelets; human platelet-rich plasma, SFLLRN dense granule ATP release, luminescence; inhibition, %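 (compounds screened at 7.5 µM in platelet-rich plasma)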; 300,000 tested, 0.22% active;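 active = mean replicate score, as percent of positive control, at or above 50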
TRPC4 agonist – activators of mouse TRPC4 channel; B-score at 10 µM; 310,000 tested, 0.49% active; HEK293 TRPC4beta/mu-opioid, Fluo4 calcium fluorescence; stronger effect = higher value; Q9QUQ5;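 active = B-score above 5 SD of library B-scores, and initial fluorescence ratio not above library mean plus 5 SD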;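 note: positive B-score marks a calcium rise read as TRPC4 activation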
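System: HEK293 cells stably co-expressing mouse TRPC4beta and mu-opioid receptor; Schedule: Fluo4 dye loading 45 min at room temperature, 110 s recording; Detection: Fluo4 fluorescence, kinetic; Evaluation: B-scored integrated calcium fluorescence ratio; Controls: buffer (low) and maximal DAMGO (high).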
TRPC4 block – blocks the mouse TRPC4 cation channel. Q9QUQ5. HEK293 TRPC4beta/mu-opioid, DAMGO-evoked Fluo4 calcium flux; stronger effect = lower value. B-score at 10 µM. 300,000 tested, 0.39% active. AID 2247;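 active = B-score over 3 SD under the library average, no early fluorescence shift, positive overall ratio signal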
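material = TRPC4beta/mu-opioid receptor HEK293 cell line | probe or stimulus = sequential submaximal and maximal DAMGO stimulation | compound dosing = one concentration per compound | measured by = Fluo4 Ca2+ flux fluorescence | evaluation = integrated fluorescence ratio relative to baseline, converted to per-well B score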
hERG rescue – shields human hERG channel from block by proarrhythmic agents. Q12809. CHO-hERG, FluxOR thallium flux, dofetilide IC70 present. 310,000 tested, 0.51% active. AID 1511. activation (rescue from dofetilide block), less the hit threshold, % at 10 µM;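 active = activation above the mean of controls blocked by dofetilide plus 5 SD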;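 note: thallium influx through hERG after potassium depolarization seen as dye fluorescence rise; in these data hits start at about 4.7%; inactives centre near -7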
KCNQ1 pot – potentiators or activators of human KCNQ1 potassium channel; AID 2648; B-score at 10 µM; P51787; 310,000 tested, 0.35% active; CHO-K1 KCNQ1, thallium flux FluxOR fluorescence; stronger effect = higher value;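 active = fluorescence ratio B-score, a plate-corrected score, at least three library SD, with initial intensity B-score within 5 SD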
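Assay system: stable KCNQ1 CHO-K1 line; medium: assay buffer, equal DMSO in all wells; timing: 90 min dye loading and 20 min compound exposure, both at room temperature; technique: kinetic FluxOR thallium fluorescence, 10-s 1-Hz baseline, 110-s post-stimulus read; read-out basis: B score of baseline-normalized fluorescence ratio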
PolyA inhibitor – blocks polyadenylation in yeast reporter cells | S. cerevisiae SKY197-pL101 polyadenylation reporter, beta-gal luminescence; efflux-impaired pdr1/pdr3 knockout yeast; score 100 = 6 SD above DMSO | calls only at 12 µM | 300,000 tested, 0.02% active;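 active = lowest replicate activity score at least 50, where 100 means six control SD above control mean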;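 note: yeast exposed to compound for 9 h at 30 °C; higher score means more reporter readthrough which indicates perturbed polyadenylation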
TRPC4 PAM – allosterically enhances the mouse TRPC4 cation channel; HEK293 TRPC4beta/mu-opioid, DAMGO EC20, Fluo-4 Ca2+ flux; stronger effect = higher value; B-score at 10 µM; 310,000 tested, 0.42% active;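 active = B-score of calcium response area above 5 SD of library B-scores, with initial fluorescence ratio within 5 SD of library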;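 note: B-score of integrated fluorescence ratio over time as area under calcium response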
The depositor's hits bear a star; i = inactive; . = not tested or not shown.

SMILES	KCNK9 inh	KCNK3 block	KCNQ1 inh	Dyrk1A ADPGlo	Platelet DG rel	TRPC4 agonist	TRPC4 block	hERG rescue	KCNQ1 pot	PolyA inhibitor	TRPC4 PAM
CCOC(=O)Cc1nc(-c2ccccc2)n[nH]1	i	i	i	1	0	i	i	-2	i	i	i
CCOC(=O)c1c(C)[nH]c(=S)c(C#N)c1-c1ccc(OC)cc1	i	i	i	-3	1	i	i	-8	i	i	i
CC(=O)N1CC23C=CC(CC2CC12CCCCCC2)O3 (stereo unspecified)	i	i	i	-5	11	i	i	-10	i	i	i
NNC(=O)CN1C(c2ccccc2)=Nc2ccc(Br)cc2C1c1ccccc1 (stereo unspecified)	i	i	i	-4	-2	i	i	-17	i	i	i
CNC(=O)CC1C(=O)N(c2ccc(Cl)cc2)C(=S)N1CCc1ccc(OC)c(OC)c1 (stereo unspecified)	i	i	i	5	-2	i	i	-12	i	i	i
O=C(NCC1CCCO1)C1C2C=CC3(CN(Cc4cccs4)C(=O)C13)O2 (stereo unspecified)	i	i	i	-1	-2	i	i	-3	i	i	i
Cc1cc(C)c(CSc2nnnn2-c2ccc(C(=O)O)cc2)c(C)c1	i	i	i	-6	2	i	i	-1	i	i	i
Cc1ccc(C2=NN(S(C)(=O)=O)C(c3ccc4nccnc4c3)C2)cc1 (stereo unspecified)	i	i	i	.	14	i	i	-11	i	i	i
Cc1cc(=S)[nH]c2c(C)cccc12	i	i	i	6	5	i	i	5.0*	i	i	i
COc1ccccc1-c1cc(C(=O)Nc2sc3c(c2C#N)CCC(C)C3)c2ccccc2n1 (stereo unspecified)	i	i	i	1	2	i	i	-10	i	i	i
CCCOc1cc(C)c(S(=O)(=O)N2CCN(C)CC2)cc1C	i	i	i	3	-3	i	i	-1	i	i	i
CCCCN(C(=O)c1c(CC)noc1C)c1c(N)n(CCCC)c(=O)[nH]c1=O	i	i	i	-5	1	i	i	-5	i	i	i
CCOC(=O)C(=Cc1c[nH]c2ccc(S(=O)(=O)N(C)C)cc12)C(=O)OCC	i	i	i	5	1	i	i	-18	i	i	i
CCOc1cc(C2NN=C(c3ccccc3)S2)ccc1OCc1ccccc1Cl (stereo unspecified)	i	i	i	-2	8	i	i	-13	i	i	i
Oc1ccc(/C=N/Nc2nn3cnnc3c3ccccc23)cc1	i	i	i	0	10	i	i	-13	i	i	i
O=C(Nc1nccs1)c1ncc(Cl)c(Cl)c1Cl	i	i	i	-1	-9	i	i	-6	i	i	i
N#Cc1cc([N+](=O)[O-])ccc1Oc1cccc(/C=N/NC(=O)c2cccc(Cl)c2)c1	i	i	i	-5	7	i	i	-11	i	i	i
O=C(CNC(=O)c1ccccc1F)N/N=C/c1cccs1	i	i	i	-13	-3	i	i	-7	i	i	i
CC(=O)N1c2ccc(S(=O)(=O)N3CCC(C(=O)Nc4cccc(C)n4)CC3)cc2CC1C (stereo unspecified)	i	i	i	2	2	i	i	-12	i	i	i
Cc1ccc(-n2nc3c(=O)n(CCCC(=O)NCc4ccccc4F)nc(C)c3c2C)cc1	i	i	i	.	-14	i	i	-11	i	i	i
CCc1ccc(N(C(=O)CNC(=O)c2ccco2)C(C(=O)NCC2CCCO2)c2ccccc2)cc1 (stereo unspecified)	i	i	i	-1	3	i	i	2	i	i	i
O=C(NC(Cc1ccccc1)C(=O)O)/C(=C/c1ccc(Br)cc1)NC(=O)c1ccc(Br)o1 (stereo unspecified)	i	i	i	10	-8	i	i	-8	i	i	i
NC1=NC[C@H](Cc2ccccc2)N1CCCCC1CCCCC1	i	i	i	5	3	i	i	-25	i	i	i
Nc1c(Cl)ncnc1NCc1ccccc1	i	i	i	-2	-7	i	i	-4	i	i	i
CCOC(=O)c1cc(OC(=O)c2cccc([N+](=O)[O-])c2)n(-c2ccccc2)n1	i	i	i	-3	-5	i	i	-6	i	i	i
COc1ccc(N/N=C(\C#N)C(=N)N2CCOCC2)cc1	i	i	i	4	1	i	i	-14	i	i	i
COc1ccc(S(=O)(=O)N2CCCOC2CNC(=O)C(=O)NCCc2ccco2)cc1C (stereo unspecified)	i	i	i	-6	-7	i	i	-8	i	i	i
COc1ccc(-n2nc(C(=O)NCC(=O)NC(C)C)c3ccccc3c2=O)cc1Cl	i	i	i	1	0	i	i	-2	i	i	i
Cc1nn(Cc2ccc(Cl)cc2)c(C)c1NC(=O)c1cc(C(C)C)on1	i	i	i	1	-8	i	i	-3	i	i	i
O=C(CC1Nc2ccccc2NC1=O)c1ccccc1 (stereo unspecified)	i	.	i	.	-62	i	i	-13	i	i	i
CC(C)CCNc1ncnc2c1nnn2Cc1ccccc1Cl	i	i	i	1	-4	i	i	-11	i	i	i
COc1ccc(C2Nc3ccccc3C(=O)N2c2ccc(F)cc2)cc1Cn1nnc2ccccc21 (stereo unspecified)	i	i	i	0	-3	i	i	-8	i	i	i
Cc1cc(C)n(-c2ccc(C(=O)OCC(=O)Nc3ccc(Cl)cc3[N+](=O)[O-])cc2)n1	i	i	i	-1	6	i	i	-3	i	i	i
CN(CC1CCN(CCc2cccc(C(F)(F)F)c2)CC1)C(=O)c1ccc(F)cc1	i	i	i	-2	2	i	i	-2	i	i	i
Cc1cccc(C)c1NC(=O)c1cnccn1	i	i	i	.	4	i	i	-3	i	i	i
CCOc1ccc(OCC(=O)OCC(=O)N(CC(C)C)c2c(N)n(Cc3ccccc3)c(=O)[nH]c2=O)cc1	i	i	i	-5	5	i	i	-18	i	i	i
C=CCN(C(=O)CCC(=O)Nc1cc(C)on1)C(C(=O)NC1CCCC1)c1ccc(Cl)cc1 (stereo unspecified)	i	i	i	3	-12	i	i	-10	i	i	i
COc1ccc(-c2cc3c(=O)n(CC(=O)NCCCN4CCN(Cc5ccccc5)CC4)ncn3n2)cc1	i	i	i	-1	11	i	i	-16	i	i	i
Cc1ccc(C(=O)N/C(=C\c2ccccc2)C(=O)NCCCn2ccnc2)cc1	i	i	i	0	-2	i	i	-11	i	i	i
CC(NCc1ccc2c(c1)OCO2)C(=O)NC1CCCCC1 (stereo unspecified)	i	i	i	-5	4	i	i	-2	i	i	i
N#Cc1cccc(CN2CCC(=O)N(CCO)CC2)c1	i	i	i	13	5	i	.	2	i	i	i
C/C(=N\NC(=O)c1cccnc1)c1c(O)cc(C)oc1=O	i	i	i	-1	7	i	i	-12	i	i	i
CC1(C)CC(N2CCC(=O)N(C3CC(C)(C)NC(C)(C)C3)C2)CC(C)(C)N1	i	i	i	5	5	i	i	-2	i	i	i
Cc1ccc2nc(Cl)c(/C=N/NC(=O)[C@H]3C[C@@H]3c3ccccc3)cc2c1	i	i	i	-3	0	i	i	-9	i	i	i
COc1cc([N+](=O)[O-])cc(/C=N\NC(=O)C2COc3ccccc3O2)c1O (stereo unspecified)	i	i	i	7	-16	i	i	-20	i	i	i
Fc1ccc(NC(=S)N2CCCN(c3ccc(C(F)(F)F)cn3)CC2)c(F)c1	i	i	i	12	9	i	i	-21	i	i	i
Cc1cc(C(=O)N2C(C)CCCC2C)no1 (stereo unspecified)	i	i	i	-6	-7	i	i	-3	i	i	i
CCCN(CCC)CCCNC(=O)c1nn(-c2cccc(OC)c2)c(=O)c2ccccc12	i	i	i	-4	6	i	i	-13	i	i	i
COCCN1C(=O)C(=O)/C(=C(/O)c2cccc(S(=O)(=O)N(C)C)c2)C12C(=O)N(C)c1ccccc12 (stereo unspecified)	i	i	i	8	-2	i	i	-1	i	i	i
COc1cccc(CNS(=O)(=O)c2c(C)nc3sccn3c2=O)c1	i	i	i	0	7	i	i	-7	i	i	i
CC(=O)n1cc([C@H]2C=C(C(=O)N3CCN(Cc4ccccc4)CC3)O[C@@H](OCCCCO)C2)c2ccccc21	i	i	i	12	5	i	i	-13	i	i	i

13 entries from above, with two lines to a compound:
Results follow in this order: KCNK9 inh, KCNK3 block, KCNQ1 inh, Dyrk1A ADPGlo, Platelet DG rel, TRPC4 agonist, TRPC4 block, hERG rescue, KCNQ1 pot, PolyA inhibitor, TRPC4 PAM
> CCOC(=O)Cc1nc(-c2ccccc2)n[nH]1
    i, i, i, 1, 0, i, i, -2, i, i, i
> CCOC(=O)c1c(C)[nH]c(=S)c(C#N)c1-c1ccc(OC)cc1
    i, i, i, -3, 1, i, i, -8, i, i, i
> CC(=O)N1CC23C=CC(CC2CC12CCCCCC2)O3 (stereo unspecified)
    i, i, i, -5, 11, i, i, -10, i, i, i
> NNC(=O)CN1C(c2ccccc2)=Nc2ccc(Br)cc2C1c1ccccc1 (stereo unspecified)
    i, i, i, -4, -2, i, i, -17, i, i, i
> CNC(=O)CC1C(=O)N(c2ccc(Cl)cc2)C(=S)N1CCc1ccc(OC)c(OC)c1 (stereo unspecified)
    i, i, i, 5, -2, i, i, -12, i, i, i
> O=C(NCC1CCCO1)C1C2C=CC3(CN(Cc4cccs4)C(=O)C13)O2 (stereo unspecified)
    i, i, i, -1, -2, i, i, -3, i, i, i
> Cc1cc(C)c(CSc2nnnn2-c2ccc(C(=O)O)cc2)c(C)c1
    i, i, i, -6, 2, i, i, -1, i, i, i
> Cc1ccc(C2=NN(S(C)(=O)=O)C(c3ccc4nccnc4c3)C2)cc1 (stereo unspecified)
    i, i, i, ., 14, i, i, -11, i, i, i
> Cc1cc(=S)[nH]c2c(C)cccc12
    i, i, i, 6, 5, i, i, 5.0*, i, i, i
> COc1ccccc1-c1cc(C(=O)Nc2sc3c(c2C#N)CCC(C)C3)c2ccccc2n1 (stereo unspecified)
    i, i, i, 1, 2, i, i, -10, i, i, i
> CCCOc1cc(C)c(S(=O)(=O)N2CCN(C)CC2)cc1C
    i, i, i, 3, -3, i, i, -1, i, i, i
> CCCCN(C(=O)c1c(CC)noc1C)c1c(N)n(CCCC)c(=O)[nH]c1=O
    i, i, i, -5, 1, i, i, -5, i, i, i
> CCOC(=O)C(=Cc1c[nH]c2ccc(S(=O)(=O)N(C)C)cc12)C(=O)OCC
    i, i, i, 5, 1, i, i, -18, i, i, i

Only part of the results is shown; rates above refer to the full screens.
